KCNQ2 inh: KCNQ2 potassium channel inhibitors, primary screen, cell-based, CHO-K1, FluxOR thallium flux, B-score (AID 2156); 1.1% of 310,000 active; B-score at 10 µM; 20 min; active compounds read low;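 active = fluorescence ratio B-score at most minus 3 library SDs, with starting brightness B-score within 2 library SDs, cut at about -5.5 in these data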
Target sequence (O88943 whole entry, looked up): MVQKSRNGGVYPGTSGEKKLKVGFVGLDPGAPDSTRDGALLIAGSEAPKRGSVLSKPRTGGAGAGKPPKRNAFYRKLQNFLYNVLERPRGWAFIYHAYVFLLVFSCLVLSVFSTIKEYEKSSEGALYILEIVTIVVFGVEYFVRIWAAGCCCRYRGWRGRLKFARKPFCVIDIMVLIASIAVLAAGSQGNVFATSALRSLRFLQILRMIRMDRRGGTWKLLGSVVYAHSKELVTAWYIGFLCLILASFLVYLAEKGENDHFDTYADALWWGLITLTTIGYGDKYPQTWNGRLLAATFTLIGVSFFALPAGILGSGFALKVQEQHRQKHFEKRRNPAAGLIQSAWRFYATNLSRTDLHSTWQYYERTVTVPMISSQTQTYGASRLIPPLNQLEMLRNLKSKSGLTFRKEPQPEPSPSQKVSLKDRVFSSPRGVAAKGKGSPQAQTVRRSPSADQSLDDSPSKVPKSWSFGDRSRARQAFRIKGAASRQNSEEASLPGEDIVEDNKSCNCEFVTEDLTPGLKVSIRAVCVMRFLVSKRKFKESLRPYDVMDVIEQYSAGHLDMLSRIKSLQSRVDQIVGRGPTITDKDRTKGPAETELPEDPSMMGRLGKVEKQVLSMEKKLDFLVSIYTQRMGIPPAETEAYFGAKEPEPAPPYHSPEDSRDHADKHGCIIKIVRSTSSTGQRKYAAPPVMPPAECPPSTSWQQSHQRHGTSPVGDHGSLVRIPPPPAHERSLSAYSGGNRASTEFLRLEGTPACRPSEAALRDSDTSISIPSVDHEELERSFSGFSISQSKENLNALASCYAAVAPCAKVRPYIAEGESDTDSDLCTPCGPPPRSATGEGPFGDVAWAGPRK
CHT inh: inhibits the human high affinity choline transporter; Q9GZV3; CHT-expressing cells, membrane potential dye, choline response; active compounds read low; B-score at 10 µM; 0.86% of 310,000 active; AID 488975;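 active = B-score over 3 SD under the library average, and starting fluorescence ratio not unusually high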;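 note: choline stimulus applied at its EC90 after an EC20 pre-addition; B-score computed on integrated fluorescence ratio after choline addition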
Calls only; i = inactive; . = not tested or not shown. Random draw from the library. Share with any hit: about 1.9%.

SMILES | KCNQ2 inh | CHT inh
Cc1cc(C(C)(C)CC(C)(C)C)ccc1OCCOCC[N+](C)(C)Cc1ccccc1 | . | i
COc1ccc(S(=O)(=O)Nc2nc3ccccc3nc2Nc2cccc(C(=O)O)c2)cc1 | i | i
C/C=C/c1ccc(OCC(=O)N2CCc3cc(OC)c(OC)cc3C2)c(OC)c1 | i | i
CC1(C)Cc2c(cnn2-c2cccc(F)c2)C(NC(=O)CCc2cnccn2)C1 (configuration not stated) | i | i
O=C(c1cccc(C(F)(F)F)c1)N1CCN(CCc2ccccc2)CC1 | i | i
CCCCSc1nnc(-c2ccc(C)cc2)c2ccccc12 | i | i
COc1ccccc1C(=O)Nc1sc2c(c1C(N)=O)CCCC2 | i | i
CCN(C(=O)Nc1ccccc1)c1ccccc1 | i | i
CCOC(=O)C1=C(Nc2cccc(Cl)c2)OCC1=O | i | i
COc1ccc(/C=N/n2c(C)nc3ccccc3c2=O)cc1OC | i | i
O=C(c1ccc(S(=O)(=O)NCC2CCCO2)cc1)N1CCN(c2cccc(Cl)c2)CC1 (configuration not stated) | i | .
O=C1C2CCCCN2C(=O)N1CCCCN1CCN(c2ccc([N+](=O)[O-])cc2)CC1 (configuration not stated) | i | i
CCOc1ccc(S(=O)(=O)NCCC(=O)NCC(C)(C)N2CCOCC2)cc1 | i | i
CCCCC(c1nnnn1CCOC)N1CCN(Cc2ccccc2)CC1 (configuration not stated) | i | i
O=C(Cn1nc(-c2ccccc2Cl)ccc1=O)Nc1ccccc1-c1ccccc1 | i | i
Cc1ccc(S(=O)(=O)N2CCCCC2)cc1NC(=O)CSc1ncnc2ccccc12 | i | i
O=C(C(Cc1ccccc1)N1C(=O)c2ccccc2C1=O)N1CCc2ccccc21 (configuration not stated) | i | i
O=C(O)c1c[nH]c2cc(C(F)(F)F)ccc2c1=O | i | i
CCOc1ccccc1N1CCN(C(=O)C2c3ccccc3Oc3ccccc32)CC1 | i | i
COc1ccc(-c2cc(C(=O)Nc3cc(C)on3)no2)cc1OC | i | i
CC(=O)N(C(C)=O)n1c(C)nc2sc3c(c2c1=O)CCCC3 | i | i
CCC(C)NC(=O)CCC(=O)Nc1ccc2nc(N3CC(C)CC(C)C3)cc(C)c2c1 (configuration not stated) | i | i
CCc1cc[n+](/C(C(=S)Nc2cccc(C)c2)=C(/[O-])c2ccc(C)c([N+](=O)[O-])c2)cc1 | i | i
Cc1ccc(C(=O)COC(=O)COc2ccccc2C)cc1 | i | i
CC(=O)c1ccccc1OC(=O)c1ccc([N+](=O)[O-])o1 | i | i
(more compounds)
SMILES | KCNQ2 inh | CHT inh
Cc1nc(SCC(O)CO)c([N+](=O)[O-])[nH]1 (configuration not stated) | i | i
COc1ccc(-c2cc3c(=O)n(CC(=O)NCc4ccccc4OC)ncn3n2)cc1 | i | i
Cc1ccc(NC(=O)Cn2nnc(C(=O)NCc3cccs3)c2N)cc1F | i | i
COCCCN(CC(=O)Nc1ccc(N2CCOCC2)cc1)S(=O)(=O)c1ccccc1 | i | i
CC(=O)c1ccc(NC(=O)C2C3CCC(C3)C2C(=O)O)cc1 (configuration not stated) | i | i
O=C(O)CNC(=O)CC1S/C(=N/N=C2/NC(=O)CS2)NC1=O (configuration not stated) | i | i
CC(=O)c1c(C)[nH]c(C(=O)Nc2ccc(S(=O)(=O)N(C)C)cc2)c1C | i | i
CC1CCN(S(=O)(=O)c2ccc(NC(=O)CN3CCN(c4ccccc4)CC3)cc2)CC1 | i | i
Cc1ccc(NC(=O)c2ccco2)c(NC(=O)COc2ccccc2)c1 | i | i
Cc1ccc2nc(SCC(=O)Nc3nnc(SCC(N)=O)s3)[nH]c2c1 | i | i
Cc1ccc(C)c(C2=CSC3=NCCN23)c1 | i | i
COc1ccc(C2=NN(CCC(=O)NCC3CCCO3)C(=O)CC2)cc1 (configuration not stated) | i | i
COCC(C)NC(=O)c1ccccc1[N+](=O)[O-] (configuration not stated) | i | i
CC(C)=C1C2CCC1C(C(=O)Nc1cc(C)cc(C)c1)C2C(=O)O (configuration not stated) | i | i
Cc1ccc(C)c(NC(=S)N(Cc2cccc(Br)c2)CC2CCC(C(=O)O)CC2)c1 (configuration not stated) | i | i
Cc1ccc2nc(NC(=O)CNS(=O)(=O)c3ccc(Br)s3)sc2c1 | i | i
COc1ccc(/C=C/C(=O)NC(=S)NNC(=O)[C@H]2C[C@@H]2c2ccccc2)cc1OC | i | i
O=C(CCS(=O)(=O)c1ccccc1Cl)Nc1ccc(S(=O)(=O)Nc2ncccn2)cc1 | i | i
Clc1ccc(-c2ccc(/C=N/Nc3cc(N4CCOCC4)nc(N4CCOCC4)n3)o2)cc1 | i | i
Cc1ccccc1N(CC(=O)NCc1ccc2c(c1)OCO2)C(=O)C1CSC(=O)C1 (configuration not stated) | i | i
COc1ccc(N/N=C(/C)c2cnnc(-c3ccccc3)n2)cc1 | i | i
N#Cc1cccc(Nc2c3c(nc4ccccc24)CCCC3)c1 | i | i
CCn1nc(CC(=O)Nc2ccc(-n3cnnn3)c(OC)c2)c2ccccc2c1=O | i | i
O=C(COC(=O)CCC(NC(=O)OCc1ccccc1)C(=O)OCC(=O)Nc1ccccc1)Nc1ccccc1 (configuration not stated) | i | i
CC1(c2nnc(-c3ccc(Cl)cc3)o2)CC(c2ccc([N+](=O)[O-])cc2)=NO1 (configuration not stated) | i | i

Among those listed so far, these contain a COOH group:
SMILES | KCNQ2 inh | CHT inh
COc1ccc(S(=O)(=O)Nc2nc3ccccc3nc2Nc2cccc(C(=O)O)c2)cc1 | i | i
O=C(O)c1c[nH]c2cc(C(F)(F)F)ccc2c1=O | i | i
CC(=O)c1ccc(NC(=O)C2C3CCC(C3)C2C(=O)O)cc1 (configuration not stated) | i | i
O=C(O)CNC(=O)CC1S/C(=N/N=C2/NC(=O)CS2)NC1=O (configuration not stated) | i | i
CC(C)=C1C2CCC1C(C(=O)Nc1cc(C)cc(C)c1)C2C(=O)O (configuration not stated) | i | i
Cc1ccc(C)c(NC(=S)N(Cc2cccc(Br)c2)CC2CCC(C(=O)O)CC2)c1 (configuration not stated) | i | i

The list continues.
SMILES | KCNQ2 inh | CHT inh
Cc1c(C(=O)O)sc2nc(/C=C/c3cccc(O)c3)[nH]c(=O)c12 | i | i
COc1ccc(C(=O)O)cc1S(=O)(=O)N1CCN(c2ccccn2)CC1 | i | i
Cc1ccc(S(=O)(=O)NCC(=O)N2CCN(c3ccc(F)cc3)CC2)cc1 | i | i
CCOC(=O)Cc1csc(NS(=O)(=O)c2ccc([N+](=O)[O-])cc2)n1 | i | i
O=C(Cc1ccc(Br)cc1)N1CCc2ccccc2C1 | i | i
COc1cc(/C=N/O)cc(Br)c1OCC(=O)NCc1ccccc1 | i | i
Cc1ccc(-c2cc(C(=O)Nc3ccc(S(=O)(=O)Nc4nc(C)cc(C)n4)cc3)c3ccccc3n2)cc1 | i | i
O=C(CSC(=S)N1CCOCC1)Nc1ncc2c(n1)CC(c1ccco1)CC2=O (configuration not stated) | i | i
CCN1C(=O)N(C)[C@@H](c2ccccc2)C(C(=O)OC)=C1C | i | i
Clc1ccc2c(c1)[C@H]1OCC[C@H]1[C@@H](c1ccco1)N2 | i | i
CSC(=S)N/N=C/c1ccccc1 | i | i
O=C(O)C1CCCCC1C(=O)NCCc1ccncc1 (configuration not stated) | i | i
Cc1ccc(-c2nnn(CC(=O)N(c3ccccc3F)C(C(=O)NCC3CCCO3)c3c[nH]c4ccccc34)n2)cc1 (configuration not stated) | i | i
CC(C)C[C@H](NC(=O)OC(C)(C)C)C(=O)N[C@@H](CO)[C@H](O)[C@@H]1C[C@@H]1C(=O)NC1CC1 | i | i
COc1ccccc1-c1cc(C(=O)Nc2cc(C)on2)no1 | i | i
Cc1onc(-c2c(F)cccc2Cl)c1C(=O)NC1=NCCS1 | i | i
CN1CCN(C(=O)C2=C[C@H](c3csc4ccccc34)C[C@H](OCc3ccc(CO)cc3)O2)CC1 | i | i
CC(=O)Nc1cccc(OCC(=O)Nc2ccccc2)c1 | i | i
CCOC(=O)N/N=C(\C)c1ccc(C)c([N+](=O)[O-])c1 | i | i
COc1ccc2c(c1)c(C(O)CN1CCN(Cc3ccc4c(c3)OCO4)CC1)c(C)n2C (configuration not stated) | i | i
CCCCC(=O)Nc1ccc(C(=O)NCc2ccncc2)cc1 | i | i
COc1cc(/C=N/NC(N)=O)ccc1OCC(=O)Nc1ccc(C)c(C)c1 | i | i
COn1cnnc1-c1ccccc1 | i | i
CSc1ncc2c(n1)-c1cc(C)ccc1SC2 | i | i
O=C(Cn1ncc2c1-c1ccccc1OC2)N1CCN(Cc2ccccc2)CC1 | i | i

Compound profiles, from the list above. Screens in order: KCNQ2 inh | CHT inh
O=C(Cn1ncc2c1-c1ccccc1OC2)N1CCN(Cc2ccccc2)CC1 reads i | i
COc1ccc2c(c1)c(C(O)CN1CCN(Cc3ccc4c(c3)OCO4)CC1)c(C)n2C (configuration not stated) reads i | i
CCN1C(=O)N(C)[C@@H](c2ccccc2)C(C(=O)OC)=C1C reads i | i
Cc1ccc(-c2nnn(CC(=O)N(c3ccccc3F)C(C(=O)NCC3CCCO3)c3c[nH]c4ccccc34)n2)cc1 (configuration not stated) reads i | i

Next part:
SMILES | KCNQ2 inh | CHT inh
CS(=O)(=O)c1ccccc1C(=O)Nc1nc2ccccc2[nH]1 | i | i
O=C(O)c1ccc(N=Nc2c(O)ccc3ncccc23)cc1 | i | i
CC(=O)N1CCCN(C(=O)c2cc(COc3c(F)cccc3F)on2)CC1 | i | i
CC(C)S(=O)(=O)c1cnc(N2CCOCC2)nc1N | i | i
CCCCCCCC(=O)N/N=C(\C)c1ccc(N)cc1 | i | i
CCc1ccc(/C=N/NC(=O)c2cc(C3CC3)nc3ccc(Br)cc23)s1 | i | i
Fc1ccccc1CSc1ncnc2sc3c(c12)CCCC3 | i | i
Cc1nc2cc(NC(=O)N(C)c3ccc4ccccc4c3)ccc2o1 | . | i
CC(=O)Nc1ccc(NC(=O)[C@@H](NC(=O)N2C[C@H]3C[C@@H](C2)c2cccc(=O)n2C3)C(C)C)cc1 | i | i
O=C(O)CCN1CC2([N+](=O)[O-])CC=C(OCCO)C([N+](=O)[O-])(C1)C2 (configuration not stated) | i | i
CCC(=O)N1CCN(c2ccc(NC(=S)NC(=O)c3ccc(OC)c([N+](=O)[O-])c3)cc2)CC1 | i | i
COc1cccc(C2=CC(=O)CCC2)c1OC | i | i
Cc1ccc(CNS(=O)(=O)c2cc3c(cc2C)N(C)CCO3)cc1 | i | i
COc1cc(NC(=O)CCN2CC(C)OC(C)C2)cc(OC)c1 (configuration not stated) | i | i
Cc1ccc2nc(-c3ccc(NC(=S)NCCC(C)C)cc3)sc2c1 | i | i
Cc1cccc(C(=O)NNC(=O)c2ccco2)c1 | i | i
CCO[C@H]1OC(C(=O)NC2CC2)=C[C@@H](C)[C@@H]1CCCO | i | i
CCCN(CCC)CCNC(=O)CCC(=O)Nc1ccc2nc(N3CCN(C)CC3)cc(C)c2c1 | i | i
Cc1nc2nc(-c3ccccc3)cc(=O)n2[nH]1 | i | i
c1ccc(CSc2nnc(-c3ccncc3)o2)cc1 | i | i
Cc1ccc(OCCNC(=O)c2cc(-n3cnnc3)ccc2Cl)cc1C | i | i
OC(CN1CCN(Cc2ccc3c(c2)OCO3)CC1)c1c[nH]c2ccccc12 (configuration not stated) | i | .
O=C(NCc1ccc2c(c1)OCO2)C1CCC(=O)N1C1CCCCC1 (configuration not stated) | i | i
COc1ccc(C(=O)Nc2cc(OC)cc3cccnc23)cc1 | i | i
CC1CCCN(CCOCCSc2ccccc2)C1 (configuration not stated) | i | i
(cont.)
SMILES | KCNQ2 inh | CHT inh
COc1ccc2c(c1)C(=O)N1[C@H]3c4cc(OC)ccc4OC[C@@H]3[C@H](c3ccccc3)[C@]1(C)C(=O)N2 | . | i
Cc1ccc2c(O)c(C)c(=O)[nH]c2n1 | i | i
O=C1CC(N2CCOCC2)C(=O)N1CCN1C(=O)CC(N2CCOCC2)C1=O (configuration not stated) | i | i
CCC(C)[C@H](NC(=O)NCc1ccccc1Cl)C(=O)OC (some centres not stated) | i | i
O=C(CN1CCN(S(=O)(=O)c2ccccc2)CC1)NC(=O)NC1CCCCC1 | i | i
O=C(CN(C(=O)c1csnn1)c1ccc(F)c(Cl)c1)NCc1ccccc1 | i | i
CCOc1ccccc1N1CCN(C(=S)Nc2ccc(S(N)(=O)=O)cc2)CC1 | i | i
N#C/C(=C/c1cccs1)c1ccccn1 | i | i
CC(C)n1c(=O)[nH]c2cc(C(=O)Nc3ccccc3)ccc21 | i | i
S=C(NC1CC1)N1CCN(c2ccc(Cl)cc2)CC1 | i | i
Cn1cc(S(=O)(=O)Oc2ccccc2)c(=O)n(C)c1=O | i | i
CCN(CC)c1ccc(CNC23CN4CN(CN(C4)C2)C3)cc1 | i | i
Cc1ccc(C)n1NC(=O)c1ccc(Cl)cc1Cl | i | i
Cc1ccc(-c2cn(-c3ccc(SC(F)F)cc3)c3[n+]2CCC3)cc1 | i | i
CCC1CCCCN1C/C=C/c1ccccc1[N+](=O)[O-] (configuration not stated) | i | i
O=C(O)c1[nH]c2ccccc2c1-c1ccccc1 | i | i
CCOC(=O)c1[nH]c(C)c(C(=O)Nc2ccc(F)cc2)c1C | i | i
O=C(Nc1cc2c(=O)n(-c3ccc(Oc4ccccc4)cc3)ccc2oc1=O)c1ccccc1 | i | i
O=C(CNC(=O)c1ccco1)N=Nc1c(O)n(CCc2ccccc2)c2ccccc12 | i | i
COc1ccccc1NS(=O)(=O)c1cc(C(=O)N2CC(C)CC(C)C2)ccc1C (configuration not stated) | i | i
Cc1cccc(/C=C(\C#N)C(=O)Nc2ccccn2)c1 | i | i
COc1ccc(OCC(=O)NNC(=S)NC(=O)c2ccc(Br)o2)cc1 | i | i
COc1cc(C(=O)Nc2cccc3c2CCCC3)cc(OC)c1OC | i | i
O=C(Nc1scc(-c2ccccc2)c1C(=O)O)c1ccco1 | i | i
COc1ccc(N2CC(C(=O)Nc3nnc(SCC(=O)NC4CCCC4)s3)CC2=O)cc1 (configuration not stated) | i | i
